Bioassay records (PubChem)
HSP90 inh: blocks HSP90-mediated luciferase refolding in reticulocyte lysate | inhibition, % at 5.6 µM | AID 1789 | hit rate 0.91% among 290,000 | Rabbit reticulocyte lysate, luciferase refolding luminescence, 3 h;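 active means inhibition above the screen-wide mean plus 3 SD, computed separately per campaign, cut at about 16% in these data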;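 further: 0% = DMSO wells and 100% = 60 µM geldanamycin wells; inhibitors lower the luminescence because luciferase stays unfolded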
HSF1 inhib: HSF1 inhibition; hit rate 0.77% among 300,000; activity change, negative = inhibition, % at 7.5 µM (by protocol); AID 2098; NIH3T3-HGL HSE-luciferase, MG132-induced, luminescence 8 h; hits give low values;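 active means more than half of replicate wells show activity change below -50%, luminescence cut by over half; inconclusive means some wells, but at most half, below -50%; inactive means no replicate well below -50%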;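 further: luciferase reports HSF-1 transcriptional activity via heat shock element; 0% = median of DMSO wells and -100% = zero luminescence signal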
AI-2 QS modul: modulates the Vibrio harveyi AI-2 quorum sensing system; Vibrio harveyi JMH597 AI-2 luminescence/OD600 ratio, 9 h; hits give low values; strain lacks LuxN and CqsS sensors; 0 = neutral-control median; hit rate 0.4% among 300,000; activity change, % at 7.5 µM; in the data active means activity change below about -75%, passing the limit was not always enough; inconclusive means no clear call, values can overlap the other calls;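 further: luminescence divided by OD600 gain over 9 h not by final OD600 alone; inactives centre near 13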
Platelet DG rel: modulates dense granule release in human platelets; inhibition, %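 (compounds screened at 7.5 µM in platelet-rich plasma)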; hit rate 0.22% among 300,000; human platelet-rich plasma, SFLLRN dense granule ATP release, luminescence; AID 1663;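 active means mean replicate score, as percent of positive control, at or above 50; inconclusive means mean below 50 but at least one replicate at or above 50; inactive means mean and every replicate below 50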
HIF act: HIF pathway transcriptional activation; AID 1910; activation, % at 7.5 µM (by protocol); U2OS HRE-luciferase reporter, luminescence; normalized: DMSO 0%, desferrioxamine 100%; hit rate 0.32% among 300,000;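 active means mean activation of at least 10% of the iron chelator positive control signal, with at least half of replicates also reaching 10%; inconclusive means mean and replicate majority disagree about reaching 10%; inactive means mean and most replicates under 10%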
HSF1 activator: increases HSF-1 driven luciferase reporter signal; NIH3T3-HGL HSF-1 luciferase reporter, MG132, 8 h; 100% = twice DMSO control signal; activation, % at 9 µM; hit rate 1.7% among 300,000;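 active means mean replicate activation of at least 50% with a set share of replicates each reaching 50%; inconclusive means only one of those two conditions met; inactive means mean below 50% and too few replicates reaching it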;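 further: 0% = median of the neutral control wells and 100% = twice that signal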
IEC-6 tox: counter-screen for KLF5 inhibitors: cytotoxicity in IEC-6 cells; IEC-6 cytotoxicity, luminescence viability; inhibition, % at 5 µM; hit rate 0.78% among 290,000; AID 1825; in the data active means inhibition above about 22%;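 further: 0% = plate median of test compound wells and 100% = cytotoxic reference compound wells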
KLF5 inhibitor: inhibitors of KLF5 expression; inhibition, % at 5 µM; DLD-1 KLF5 promoter-luciferase reporter, luminescence; hit rate 0.23% among 290,000;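 active means inhibition above a per-plate limit of that plate's mean compound inhibition plus 3 SD, cut at about 60% in these data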;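 further: 0% = DMSO wells and 100% = LY294002 at 200 µM; higher means less KLF5 promoter-driven luciferase light; inactives centre near -14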
HDAC3 inh: inhibitors of human histone deacetylase 3. O15379. recombinant HDAC3, fluorogenic peptide/trypsin coupled, fluorescence. inhibition, % at 8.3 µM. hit rate 0.15% among 320,000. AID 2718; in the data active means inhibition above about 26%, passing the limit was not always enough; inconclusive means no clear call, values can overlap the other calls
Target sequence (O15379 whole entry, looked up): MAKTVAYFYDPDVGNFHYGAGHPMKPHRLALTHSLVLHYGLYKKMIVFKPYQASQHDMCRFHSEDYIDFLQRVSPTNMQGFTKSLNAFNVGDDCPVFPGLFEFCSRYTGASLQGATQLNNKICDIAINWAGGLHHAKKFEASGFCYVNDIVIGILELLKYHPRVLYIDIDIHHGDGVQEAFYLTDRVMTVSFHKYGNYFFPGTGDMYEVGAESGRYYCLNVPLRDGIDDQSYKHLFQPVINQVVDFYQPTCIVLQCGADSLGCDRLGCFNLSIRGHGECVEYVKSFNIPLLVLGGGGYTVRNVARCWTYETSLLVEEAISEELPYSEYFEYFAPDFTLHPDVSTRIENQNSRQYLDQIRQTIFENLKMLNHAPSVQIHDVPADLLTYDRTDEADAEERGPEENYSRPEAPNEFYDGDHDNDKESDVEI
aSyn UTR inh: MLPCN primary screen, SNCA 5' untranslated region. hit rate 0.82% among 300,000. inhibition, % (tested at 7.5 µM). alpha-synuclein 5'UTR reporter, inhibitor activity; in the data active means inhibition above about 60%; inconclusive means no clear call, values can overlap the other calls;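 further: H4 neuroglioblastoma cells stably carrying SNCA 5'UTR luciferase fusion; 0% = DMSO wells and 100% = positive control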
Active calls of the source: *; u = inconclusive; x = no result given. Hits appear at their usual frequency, and some 5% of all compounds hit somewhere here.

Below each compound – HSP90 inh	HSF1 inhib	AI-2 QS modul	Platelet DG rel	HIF act	HSF1 activator	IEC-6 tox	KLF5 inhibitor	HDAC3 inh	aSyn UTR inh
CC(C)Cn1c(N2CCN(C(=O)c3cccs3)CC2)nc2ccccc21
→ -1	-8	12	-3	-0.9	-3	2	-16	-5	6
CCOc1ccc(NC(=O)C(C)N2C(=O)c3ccccc3C2=O)cc1 (stereo not drawn)
→ 0	-1	21	11	0.9	2	-1	-50	-1	-1
Oc1c(C(c2cccs2)N2CCN(c3ccccc3)CC2)sc2ncnn12 (stereo not drawn)
→ -1	-3	21	-6	-0.5	-9	4	-16	6	9
COC(=O)Cc1[nH]nc2c1C1(CCSCC1)C(C#N)=C(N)O2
→ 4	14	-7	-3	0.1	38	-2	-19	2	11
O=C(COc1ccc(Br)cc1CO)N1CCCc2ccccc21
→ -2	16	x	13	-7.0	u	0	9	0	-4
O=S(=O)(NCC1CCCO1)c1ccc(Cl)c(C(F)(F)F)c1 (stereo not drawn)
→ 0	-2	9	-1	-0.2	14	-3	-44	-2	37
CC(=O)Nc1cccc(NC(=O)CSc2nnc3ccc(-c4ccccn4)nn23)c1
→ x	-5	21	0	-0.1	-7	x	x	-3	-2
Cc1ccccc1-n1c(C)cc(/C=C(\C#N)C(=O)NCC2CCCO2)c1C (stereo not drawn)
→ 20*	-39	3	32	0.5	-53	-3	0	-4	-94
COc1cccc(NC(=O)C2CCCN2C(=O)OCc2ccccc2)c1 (stereo not drawn)
→ 3	4	2	9	-0.1	16	-2	-10	1	-23
Cc1nnc(NC(=O)CCn2cnc3ccccc3c2=O)s1
→ -2	6	9	-5	-0.2	4	-5	-20	1	20
CCOC(=O)c1ccc(-n2c(CN(CC)CC)nc3ccc([N+](=O)[O-])cc3c2=O)cc1
→ 0	-11	37	5	0.0	-13	-2	-38	-1	0
CCOc1ccccc1Nc1nc(-c2sc(NC(=O)c3ccc([N+](=O)[O-])cc3)nc2C)cs1
→ 79*	-45	-4	-1	0.2	-48	2	-44	3	-23
CN(C(=O)CSc1nnnn1-c1ccccc1)C1CCS(=O)(=O)C1 (stereo not drawn)
→ 6	-2	22	2	0.1	0	-4	-26	2	4
CC(C)C(=O)N1CCN(c2ccc(NC(=O)c3ccc4c(c3)OCCO4)cc2Cl)CC1
→ 3	7	2	-2	1.4	23	6	-36	1	-109
CCN1CCN(Cc2nc3cc(NC(=O)COc4ccc([N+](=O)[O-])cc4)ccc3n2C)CC1
→ 5	0	10	5	0.8	10	5	-67	x	-10
NC(=O)c1cnn(-c2ccc3ccccc3c2)c1N
→ 3	-1	6	-3	2.4	15	-3	-31	0	-125
CCN(CC(O)Cn1c2ccccc2c2ccccc21)S(=O)(=O)c1ccc(F)cc1 (stereo not drawn)
→ 1	9	-6	10	0.2	5	-5	-22	30*	-3
COc1ccc(S(=O)(=O)N2CCCCCC2)cc1C(=O)N(C)CC(=O)Nc1ccc(Cl)c(Cl)c1
→ x	9	11	-18	0.3	3	x	x	8	11
COc1ccc(C(=O)O/N=C(\N)Cc2ccc(Cl)c(Cl)c2)cc1OC
→ 6	-9	26	3	-0.7	8	-1	-3	3	4
CCOc1ncccc1C(=O)Nc1ccc(F)c(F)c1
→ -8	4	13	-2	1.5	8	0	-33	10	-15
COc1ccc(C/C(N)=N/OC(=O)COc2ccccc2C)cc1
→ -6	4	1	2	-0.7	6	-2	-3	14	8
CN1CCN(CCCc2c3c(cc4c2CCC4)CCC3)CC1
→ -1	-4	13	-2	0.2	3	2	-5	-3	-7
O=C(NNC(=S)Nc1ccccc1)c1ccc2ncccc2c1
→ -2	4	22	-1	2.7	17	0	-111	0	-97
COc1ccc(CS(=O)(=O)CC(C)(O)c2ccccc2Cl)cc1 (stereo not drawn)
→ -3	4	16	5	-1.8	8	-1	-10	4	9
O=C(NCc1cccs1)c1cc2c(s1)CCCC2
→ -5	34	5	3	6.7	43	3	-79	5	-142
Cc1cc(C(=O)NCc2cccs2)ccc1[N+](=O)[O-]
→ 2	-9	21	-10	0.8	18	4	-17	3	-35
COc1cccc(-c2cc(C(=O)N3C(C)CCCC3C)no2)c1 (stereo not drawn)
→ 3	35	-14	-12	2.5	42	7	-161	2	-147
COc1ccc(C2=NS(=O)(=O)N(C)C(C(=O)NCc3ccco3)=C2)cc1OC
→ -4	1	8	1	0.2	-11	4	-9	0	1
COc1ccc2cc(S(=O)(=O)N3CCCCCC3)ccc2c1
→ 3	5	-9	-4	-0.3	11	6	-11	1	-12
COc1cc(C(=O)NC(=S)Nc2ccc3oc(=O)ccc3c2)cc(OC)c1OC
→ 0	-13	33	-2	-0.5	-16	6	-24	-4	-4
Cc1cccc(OCC(=O)Nc2nc3ccc([N+](=O)[O-])cc3s2)c1C
→ -2	-9	0	-3	0.2	-16	-3	-1	0	-9
Cc1ccc(-c2ccc(/C=N/N=C3/NC(=O)C(CC(=O)O)S3)o2)c([N+](=O)[O-])c1 (stereo not drawn)
→ 5	10	16	1	-0.1	10	-8	-2	12	-26
COc1ccccc1C(=O)Nc1ccc(N2CCN(Cc3ccccc3)CC2)cc1
→ -2	2	44	-1	-0.1	28	-8	-12	10	-20
Cc1onc(-c2c(Cl)cccc2Cl)c1C(=O)c1c[nH]c(C(=O)NC2CC2)c1
→ -1	-5	9	3	-0.3	-7	-4	-12	5	-1
CC(C)C(NC(=O)c1ccccc1F)C(=O)Nc1ccc2c(c1)OCO2 (stereo not drawn)
→ -1	-8	33	-6	0.1	-5	0	-7	-2	-12
O=C1NN(c2ccccc2)C(=O)/C1=C/c1ccc(Sc2cccc3ccccc23)o1
→ -4	4	18	-1	-0.2	3	-4	0	-8	-37
Cc1cc(=O)[nH]c(N/N=C/c2ccc(OC(=O)c3ccco3)cc2)n1
→ 0	-5	7	-9	-0.1	-16	6	-13	10	-7
COc1ccc(NC(=S)N2CCN(Cc3ccco3)CC2)c(OC)c1
→ -3	4	25	0	0.1	10	-2	7	-9	23
CCOc1ccc(NC(=O)CN2C(=O)S/C(=C/c3cccn3C)C2=O)cc1
→ 1	-1	7	0	-0.3	16	-1	-14	-1	-14
NC(=O)c1ccc(NC(=O)COC(=O)c2ccc3c(c2)OCCO3)cc1
→ 1	1	0	-5	-0.2	-10	2	-8	2	13
O=C(CSc1nc2ccccc2c(=O)n1-c1ccccc1)NCc1ccco1
→ -2	0	9	-3	-0.1	13	5	-14	-2	-14
O=C(O)CCn1c(C(=O)O)cc2sccc21
→ 4	1	-2	1	-0.1	38	-3	-28	5	21
COc1cc2nc(CN(C)Cc3ccc(OC)c(OC)c3OC)[nH]c(=O)c2cc1OC
→ -3	8	17	4	2.2	23	-3	-34	0	-90
O=C(CSc1ccccn1)Nc1ccc2c(c1)OCCO2
→ 2	16	-1	-13	1.9	43	-2	-137	-2	-65
O=C(O)COc1ccccc1Cc1ccccc1
→ 2	2	-62	-23	-0.4	-15	2	11	1	18
Cc1ccc(-c2cc(C(=O)OCn3nnc4ccccc4c3=O)c3ccccc3n2)cc1
→ 0	7	29	12	0.0	7	-2	-2	-4	-8
O=C(COc1ccc(Br)cc1)OCc1nnc(-c2ccccc2)o1
→ 2	-6	3	-5	-0.9	-8	6	-21	-1	-23
NC1=C(Br)C(=O)c2ccccc2C1=O
→ 9	7	-90*	1	0.2	31	29*	-17	x	65*
CC(C)CN1CCNC(=O)C1CC(=O)N(C)CC1CCOCC1 (stereo not drawn)
→ 4	x	9	-1	x	x	1	-20	-1	-4
O=c1oc2ccccc2c2c1C(O)CO2 (stereo not drawn)
→ -2	0	8	0	0.5	-9	6	22	8	5
COc1ccc(N2CCN(C(=O)CCS(=O)(=O)c3ccc4c(c3)NC(=O)C(C)S4)CC2)cc1 (stereo not drawn)
→ -2	2	x	17	0.0	-2	2	-15	3	11
CCOC(=O)c1c(C)[nH]c(C)c1C(=O)COC(=O)c1ccc(O)cc1
→ 1	1	4	5	-0.9	-22	-6	-38	-2	7
O=S(=O)(c1ccc2nc(N3CCN(c4ccccc4)CC3)ccc2c1)N1CCCCC1
→ -6	1	21	21	0.4	22	0	-23	-4	-26
c1ccc(-c2nnc(C(c3ccccc3)c3ccccc3)o2)cc1
→ -2	7	23	18	0.4	18	-1	-27	1	2
O=C(NC(=S)Nn1cnc2c(cnn2-c2ccccc2)c1=O)c1ccccc1
→ 5	-1	5	8	2.3	-13	-4	-15	-1	-15
O=C(COC(=O)Cc1ccc(Cl)cc1Cl)Nc1ccc(OC(F)F)cc1
→ 2	1	7	2	-0.4	-4	3	15	9	-2
CC(OC(=O)CNC(=O)c1ccc2ccccc2c1)C(=O)N(C)C1CCCCC1 (stereo not drawn)
→ x	3	-1	-4	1.1	16	x	x	-5	-6
COCc1cc(C)nc(OCC(=O)N/N=C/c2ccc(O)cc2)c1C#N
→ -1	1	19	3	-0.1	4	9	-35	2	-18
COc1ccccc1N1CCN(C(=O)COc2ccc(S(=O)(=O)NC(C)(C)C)cc2)CC1
→ 3	-12	24	2	0.0	-11	6	-21	-8	8
O=C(CCCc1c[nH]c2ccccc12)NCC1COc2ccccc2O1 (stereo not drawn)
→ 1	2	5	0	-0.5	8	-1	2	-6	-26

Later entries.
Below each compound – HSP90 inh	HSF1 inhib	AI-2 QS modul	Platelet DG rel	HIF act	HSF1 activator	IEC-6 tox	KLF5 inhibitor	HDAC3 inh	aSyn UTR inh
Cc1ccc2c(c1)C(N1CCCC1=O)CC(c1ccco1)N2 (stereo not drawn)
→ 2	13	21	14	0.7	18	5	-48	-13	-171
COc1ccc(NC(=O)c2cc(C)no2)cc1
→ -2	3	0	16	3.8	15	-1	-40	-2	-65
CCOc1ccc(C2C(C(=O)c3cccs3)=C(O)C(=O)N2Cc2cccnc2)cc1 (stereo not drawn)
→ -2	16	44	13	1.4	7	-2	0	11	7
Nc1nc(SCC(=O)c2cc(F)ccc2F)n[nH]1
→ -1	10	9	3	-0.6	19	-2	-21	0	-16
O=C(CN1CCN(c2ncccn2)CC1)N1CCCC1
→ -4	-8	13	0	-0.6	-10	-13	-25	0	15
COc1ccc(/C=N/NC(=O)c2nn(-c3ccc(C)c(C)c3)c(=O)c3ccccc23)cc1
→ 7	13	-6	3	0.5	4	8	6	2	-21
CCOC(=O)CSc1nc(-c2ccc(OC)cc2)ns1
→ 3	-6	9	-2	-1.2	-4	-8	-21	3	9
COc1ccc(Nc2ncnc3sccc23)c(OC)c1
→ -2	-6	13	5	1.7	1	-5	-24	0	-17
COc1ccc(-c2nnc(SCC(=O)N3CCCCC3)o2)cc1OC
→ -8	-2	41	12	0.1	7	0	-21	6	-2
O=C(Nc1nccs1)c1ccc(N2C(=O)C3CCCCC3C2=O)cc1 (stereo not drawn)
→ 6	x	25	x	x	x	1	-49	-2	x
Cc1ccc(S(=O)(=O)/N=c2\scc(C)n2C)cc1
→ x	-3	32	-4	-0.1	8	x	x	3	23
Cc1onc(-c2ccccc2Cl)c1C(=O)NCCn1c(C)cc2ccccc21
→ 3	-8	10	-4	-0.3	-14	-1	-4	-1	-20
